Source: PubChem BioAssay (several laboratories)
STAT1 blocker = inhibitors of IFN-gamma induced STAT1 signaling; AID 920; actives 0.35% (n = 200,000); inhibition, % at 5.5 µM; NIH 3T3 STAT1-luciferase reporter, luminescence;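 active means inhibition above a set limit, the mean inhibition across all tested compounds plus 3 SD, cut at about 34% in these data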;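 further: 0% = IFN-gamma with DMSO and 100% = IFN-gamma with 300 µM nifuroxazide; values of inactives mirror those of a sister screen read the other way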
STAT3 inh = STAT3 signaling inhibition; U3A cells, IL-6 STAT3-luciferase reporter, luminescence; host cell line lacks STAT1; inhibition, % at 5.5 µM; actives 0.89% (n = 190,000); AID 862;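 active means inhibition above the mean inhibition across all screened compounds plus 3 SD, cut at about 44% in these data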;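 further: 0% = DMSO only wells and 100% = 100 µM nifuroxazide control wells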
NF-kB neuron act = raises NF-kB expression in human neuronal cells | NF-kB reporter expression; active compounds read high | fold change at 12.5 µM | actives 1.6% (n = 190,000) | AID 1239; in the data active means fold change above about 3.3
STAT3 activator = STAT3 signaling activation; U3A cells, IL-6 STAT3-luciferase reporter, luminescence; 100% = signal with IL-6 EC80 alone; activation (% of control), % at 5.6 µM; actives 0.91% (n = 190,000); AID 871;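 active means activation above the screen-wide mean of compound activation plus 3 SD, cut at about 130% in these data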;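 further: 0% = background luminescence of wells with medium and substrate only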
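Material: human STAT1-deficient U3A cells with stable STAT3-luciferase reporter / Probe or stimulus: IL-6 stimulus at 33 ng/mL final / Schedule: 1 h compound pre-exposure, 6 h IL-6 stimulation, 37 °C / Technique: luminescence / Read-out basis: percent of IL-6-only median luminescence / Control set: IL-6-only high control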
APP 5'UTR act = APP 5'UTR luciferase reporter activation | actives 1% (n = 190,000) | AID 1276 | activation, % at 2 µM | SH-SY5Y APP 5'UTR luciferase reporter, luminescence; zero percent = DMSO vehicle wells;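 active means activation above a set limit, based on mean plus 3 SD of controls, cut at about 140% in these data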; further: values of inactives mirror those of a sister screen read the other way
FLuc inhib CS = Photinus pyralis luciferase inhibition counter-screen | actives 1.5% (n = 200,000) | inhibition, % at 10 µM | P08659 | ATPLite firefly luciferase biochemical luminescence, 10 min;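 active means inhibition above about 50% when tested at 10 µM, limit read from the data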
Target sequence (P08659 whole entry, looked up): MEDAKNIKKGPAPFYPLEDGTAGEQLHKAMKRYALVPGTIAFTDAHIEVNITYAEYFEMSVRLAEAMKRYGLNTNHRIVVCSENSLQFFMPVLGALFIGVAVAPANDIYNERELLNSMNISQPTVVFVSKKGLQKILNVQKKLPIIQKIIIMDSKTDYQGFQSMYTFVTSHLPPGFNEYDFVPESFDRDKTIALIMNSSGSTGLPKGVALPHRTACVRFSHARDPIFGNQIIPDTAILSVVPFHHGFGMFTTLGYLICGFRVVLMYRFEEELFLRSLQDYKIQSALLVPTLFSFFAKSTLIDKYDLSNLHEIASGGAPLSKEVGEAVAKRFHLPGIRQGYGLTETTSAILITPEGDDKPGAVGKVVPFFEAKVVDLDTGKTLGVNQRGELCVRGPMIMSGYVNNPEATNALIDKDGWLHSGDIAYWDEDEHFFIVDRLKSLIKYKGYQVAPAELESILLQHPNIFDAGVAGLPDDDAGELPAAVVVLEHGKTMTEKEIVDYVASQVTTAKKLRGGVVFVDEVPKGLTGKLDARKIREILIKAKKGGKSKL
STAT1 act = increases IFN-gamma driven STAT1 reporter signal. NIH 3T3 STAT1-luciferase reporter, luminescence; 100% = IFN-gamma alone, no compound. activation (% of control), % at 5.5 µM. actives 2.6% (n = 200,000). AID 932;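 active means activation above the screen-wide mean activation plus 3 SD, cut at about 130% in these data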;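 further: raw ratio to IFN-gamma control signal so 100% means no change and 0% no light; values of inactives mirror those of a sister screen read the other way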
Hsp70 activator = switches on Hsp70 transcription; HeLa Hsp70 promoter luciferase reporter, luminescence; scaled: vehicle 0, proteasome-inhibitor control 100%; activation, % at 10 µM; actives 0.04% (n = 200,000); AID 1203;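 active means activation above the mean across all tested compounds plus 3 SD, cutoff set per campaign, cut at about 5.5% in these data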;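 further: 100% = MG132 at 30 µM as the positive control and 0% = DMSO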
RAM network inh = yeast RAM network inhibition | S. cerevisiae dse1pr::URA3 reporter, 5-FOA growth OD615, 2 d; analog-sensitive cbk1-as2 kinase mutant strain | inhibition, % at 50 µM | actives 1.8% (n = 190,000) | AID 868;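 active means inhibition above a set limit, 3 SD over mean compound inhibition, cut at about 8.4% in these data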;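 further: 0% = DMSO-only wells with no growth and 100% = 10 µM 1-NA-PP1 full growth; inhibition rescues growth on 5-FOA so higher OD means more RAM inhibition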
APP 5UTR inh = APP translation inhibition. actives 0.82% (n = 190,000). SH-SY5Y APP 5'UTR-luciferase reporter, luminescence. inhibition, % at 2 µM;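 active means inhibition above a set limit, derived from the sample mean plus 3 SD, cut at about 45% in these data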; further: values of inactives mirror those of a sister screen read the other way
Numbers without * were called inactive; . = no result given.

SMILES | STAT1 blocker | STAT3 inh | NF-kB neuron act | STAT3 activator | APP 5'UTR act | FLuc inhib CS | STAT1 act | Hsp70 activator | RAM network inh | APP 5UTR inh
COc1cc2c(cc1OC)C(C1C(=O)CC(C)(C)CC1=O)N(C(=O)CCl)CC2 (stereo unspecified) | 2 | -5 | 1.5 | 102 | 5 | -6 | 98 | -0.4 | 2.0 | -5
Cc1ccc(S(=O)(=O)CCC(=O)N2CCc3ccccc32)cc1 | -5 | -26 | 1.1 | 122 | -6 | -5 | 98 | -0.3 | 0.8 | 6
Cc1ccccc1Nc1nc(=O)c2cc([N+](=O)[O-])ccc2s1 | 1 | 0 | 1 | 97 | -6 | -2 | 99 | -0.4 | 2.4 | 6
CC(C)NC(=S)NC(=O)/C=C/c1cccc2ccccc12 | 4 | 10 | 1.1 | 94 | 1 | -2 | 96 | -0.2 | 6.3 | -1
Cc1ccc(P(C)(=O)c2ccc(C)cc2)cc1 | -7 | -9 | 1 | 111 | -7 | -2 | 106 | -0.1 | 0.0 | 7
COc1ccc(CNC(=O)c2c(F)c(F)c(F)c(F)c2F)cc1 | -7 | -11 | 1.1 | 111 | -3 | -1 | 106 | 0.0 | 2.3 | 4
Cc1ccn2c(NCc3ccc4c(c3)OCO4)c(-c3ccc(O)cc3)nc2c1 | -7 | 9 | 0.91 | 92 | . | -2 | 106 | 0.1 | 1.4 | .
CC(C)(C)NC(=O)CN(Cc1cccs1)C(=O)CN1C(=O)C(=O)c2ccccc21 | 0 | 6 | 1.3 | 100 | -12 | -2 | 98 | 0.0 | -1.3 | 12
COc1ccccc1NS(=O)(=O)c1ccc(N2CCOCC2)c(NC(=O)c2ccco2)c1 | 9 | -6 | 1 | 106 | 34 | -5 | 90 | -0.3 | 0.5 | -34
Cc1nc(N2CCOCC2)c(C#N)c2c1COC(C)(C)C2 | -1 | 7 | 0.92 | 97 | -13 | -2 | 100 | -0.1 | 2.3 | 13
CC(C)(C)n1nc2c(c1NC(=O)Cc1cccs1)CSC2 | 8 | 6 | 1.1 | 102 | 3 | -7 | 93 | 0.4 | -0.7 | -3
O=C(CCN1CCc2ccccc2C1)Nc1ccc(F)cc1 | -7 | 2 | 1.4 | 100 | 2 | -5 | 107 | -0.3 | 2.0 | -2
COc1ccc(C(CNC(=O)c2cc(C)oc2C)N2CCOCC2)cc1 (stereo unspecified) | -5 | 3 | 0.99 | 101 | 5 | -18 | 104 | 0.0 | 1.1 | -5
COc1ccccc1Nc1nnc(SCC(=O)N2CCCC2=O)s1 | -12 | -10 | 1.2 | 113 | 1 | 20 | 111 | -0.5 | -0.1 | -1
COc1ccc(-c2c(C#N)c(N)n(N)c(=O)c2C#N)cc1Cl | 5 | 4 | 0.96 | 98 | 36 | -3 | 95 | -0.2 | 1.5 | -36
COc1ccc(-c2cn3cccnc3n2)cc1NC(=O)C1CCCC1 | 0 | 8 | 0.98 | 99 | 2 | -6 | 100 | -0.4 | 0.5 | -2
CCOC(=O)CC1C(=O)NCCN1S(=O)(=O)c1cc(Cl)c(Cl)cc1Cl (stereo unspecified) | 10 | 12 | 1 | 99 | 4 | -6 | 91 | 0.0 | 1.8 | -4
COc1ccc(/C=N/NC(=O)CC(=O)NCc2cccnc2)cc1 | -2 | 16 | 1.2 | 89 | -4 | 1 | 102 | -0.2 | 2.8 | 4
COc1ccc2[nH]c(=O)c(CN(C(=O)c3ccncc3)C(C)C)cc2c1 | -4 | 3 | 0.88 | 101 | 14 | 0 | 104 | 0.3 | 2.4 | -14
COc1ccccc1NC(=O)CCc1nc(-c2cccs2)no1 | 6 | -2 | 1 | 102 | -15 | -9 | 91 | -0.3 | -0.5 | 15
Cc1nc(N2CCOCC2)nc(OCCN(C)C)c1[N+](=O)[O-] | 5 | 1 | 1 | 103 | -9 | -3 | 96 | -0.4 | 1.5 | 9
O=C(Nc1cccc(N=Cc2cc(Br)cc(Br)c2O)c1)c1ccco1 | -3 | 0 | 1.1 | 100 | 13 | -6 | 102 | -0.3 | -1.2 | -13
Cc1cccc(C)c1NC(=S)N(CCN(C)C)C(C)c1cccnc1 (stereo unspecified) | 2 | 0 | 1.2 | 106 | -2 | 0 | 96 | -0.2 | -1.9 | 2
CCOC(=O)C(CC)n1cnc2c(oc3ccccc32)c1=O (stereo unspecified) | -9 | -5 | 1.2 | 107 | -21 | 1 | 108 | -0.4 | -0.3 | 21
Cc1cc(NS(=O)(=O)c2ccc(NC(=O)NC(C)(C(F)(F)F)C(F)(F)F)cc2)no1 | -1 | 15 | 0.95 | 93 | 18 | -6 | 101 | -0.6 | 1.0 | -18
CCC(C)(C)NC(=O)C(c1cccnc1)N(C(=O)c1csnn1)c1ccc(C)cc1 (stereo unspecified) | -6 | -3 | 1.1 | 109 | 6 | -2 | 105 | 0.2 | 2.3 | -6
CCOC(=O)c1cc2c(ccn2C)n1CC(=O)Nc1ccc(F)cc1 | 6 | 6 | 0.83 | 99 | 1 | -5 | 93 | -0.2 | 0.6 | -1
Cn1c(SCc2nnc(-c3ccccc3Br)o2)nc2sc3c(c2c1=O)CCC3 | 2 | 10 | 4.5* | 95 | 5 | 5 | 99 | -0.2 | 5.5 | -5
CCC1(CC)NC(=O)N(CC(=O)Nc2sc3c(c2C(N)=O)CCC3)C1=O | 4 | 0 | 0.78 | 104 | -3 | -3 | 96 | 0.1 | 1.2 | 3
CNC(=S)N(Cc1ccco1)Cc1cc2cc3c(cc2[nH]c1=O)OCCO3 | -14 | 4 | 0.96 | 99 | -10 | -4 | 112 | -0.4 | 7.9 | 10
CN1CCCN(C(=O)C2CCCCC2)CC1 | 5 | 10 | 1.4 | 99 | -4 | -5 | 96 | 0.2 | 1.0 | 4
O=C(Cn1cc(C(=O)c2cccs2)c2ccccc21)NC1CCCCC1 | 7 | 4 | 0.95 | 100 | 17 | 0 | 93 | -0.1 | 0.5 | -17
CC(C)c1nnc(NC(=O)CCS(=O)(=O)c2nc(-c3cccs3)cc(C(F)(F)F)n2)s1 | 37* | 7 | 1.1 | 96 | 28 | -2 | 66 | 0.0 | 4.7 | -28
C=CCNc1ncnc2c1cnn2-c1ccc(OC)cc1 | -85 | 36 | 4.5* | 71 | 148* | 59* | 178* | -0.1 | -1.1 | -148
COc1ccc(C2(O)CCN(C(=O)NC3CCCCC3)CC2)cc1 | 5 | 6 | 1.1 | 97 | 18 | -4 | 96 | -0.1 | -0.3 | -18
CC1=C(CC/C(C)=N/NC(N)=S)C(C)(C)CCC1 | -15 | 30 | 2.9 | 78 | -24 | -3 | 113 | 0.0 | 0.6 | 24
CS(=O)(=O)N(CC(=O)Nc1ccc(Cl)c(Cl)c1)C1CCCCC1 | 2 | -4 | 0.96 | 104 | -2 | -5 | 98 | -0.3 | -0.2 | 2
O=C1CN(C(=O)CSc2nc(-c3ccccc3)cs2)c2ccccc2N1 | 8 | 9 | 0.71 | 94 | 10 | -6 | 93 | -0.4 | 1.8 | -10
COc1ccc(NC(=O)CC2C(=O)N(c3ccc(OC)cc3)C(=S)N2NC(=O)c2cccc(F)c2)cc1 (stereo unspecified) | 1 | -1 | 1.1 | 101 | -8 | 2 | 99 | 0.0 | 2.8 | 8
CCC(=O)N1CCN(c2ccc(NC(=O)c3cc4ccccc4o3)cc2)CC1 | -15 | 33 | 0.37 | 74 | 1 | -10 | 114 | -0.1 | -0.1 | -1
COC(=O)c1c(C)[nH]c(C(=O)CC#N)c1C | -13 | 2 | 1.1 | 99 | 26 | -9 | 111 | -0.4 | 2.7 | -26
COc1ccc(CCNC(=O)C2CCN(S(C)(=O)=O)CC2)cc1OC | 4 | 2 | 1.8 | 98 | 1 | -5 | 96 | -0.3 | -0.1 | -1
CC(=O)c1c(C)nc2nonc2c1N | -6 | -2 | 1.1 | 106 | 15 | -8 | 106 | -0.2 | 1.1 | -15
COc1ccccc1CNC(=O)C(C)NS(=O)(=O)c1ccc(Br)cc1 (stereo unspecified) | 1 | 4 | 1.1 | 99 | 5 | -4 | 100 | 0.2 | 6.6 | -5
CN1C(=O)CC(NNC(=O)c2ccc(Cl)cc2)C1=O (stereo unspecified) | 4 | -4 | 1.5 | 108 | 0 | -2 | 97 | -0.3 | 1.9 | 0
Clc1ccc(Cc2nc(-c3ccncc3)no2)cc1 | -13 | 5 | 1.1 | 100 | -2 | -3 | 110 | -0.3 | 2.2 | 2
c1cncc(C(c2nnnn2C2CCCCC2)N2CCN3CCCC3C2)c1 (stereo unspecified) | -4 | 0 | 1.1 | 103 | 0 | 2 | 104 | -0.2 | -1.0 | 0
COc1cc(C(=O)Oc2cccc(Nc3ncnc4ccccc34)c2)cc(OC)c1OC | 20 | 40 | 0.68 | 69 | -6 | -4 | 82 | -0.5 | 0.2 | 6
O=C(CSc1nc2ccccc2c(=O)n1-c1ccc(F)cc1)NCc1ccco1 | 2 | 18 | 0.87 | 90 | -5 | -5 | 98 | -0.5 | 6.0 | 5
COc1ccc(Oc2nc(-c3ccccc3)ncc2C(=O)O)cc1 | 3 | 4 | 1.2 | 98 | -16 | -6 | 97 | 0.0 | 5.7 | 16

Just STAT1 blocker, FLuc inhib CS and STAT3 inh, for 2 of the compounds above:
molecule,STAT1 blocker,FLuc inhib CS,STAT3 inh
CCOC(=O)CC1C(=O)NCCN1S(=O)(=O)c1cc(Cl)c(Cl)cc1Cl (stereo unspecified),10,-6,12
COc1ccc(/C=N/NC(=O)CC(=O)NCc2cccnc2)cc1,-2,1,16

More structures.
SMILES | STAT1 blocker | STAT3 inh | NF-kB neuron act | STAT3 activator | APP 5'UTR act | FLuc inhib CS | STAT1 act | Hsp70 activator | RAM network inh | APP 5UTR inh
O=C(Nc1ccc2oc(=O)ccc2c1)c1cccnc1Cl | -4 | 6 | 0.97 | 98 | -23 | -5 | 104 | -0.4 | 2.3 | 23
COc1cc(C)c(Cl)cc1S(=O)(=O)n1cnc(C)c1 | 2 | -1 | 1.4 | 98 | 1 | -5 | 98 | 0.4 | 0.8 | -1
COc1ccccc1N1CCN(C(=O)c2ccc(S(=O)(=O)N3CCCC3)cc2)CC1 | 3 | 8 | 0.93 | 98 | -23 | 1 | 97 | -0.3 | 4.6 | 23
Cc1cc2nc(SCC(=O)Nc3ccccc3C(=O)O)[nH]c2cc1C | -10 | -21 | 1.6 | 119 | 69 | 9 | 108 | -0.3 | 1.6 | -69
COc1ccccc1N1CCN(C(=O)c2ccc3[nH]c4c(c3c2)CCCC4)CC1 | -7 | -3 | 0.68 | 106 | 8 | 3 | 107 | -0.2 | 3.8 | -8
CCOC(=O)Cc1cnc(N)s1 | 1 | 2 | 1.1 | 100 | -5 | -2 | 98 | -0.4 | 0.5 | 5
CCCCCCOc1ccc(-c2ccc(C#N)cn2)cc1 | -7 | 15 | 0.98 | 94 | 14 | -6 | 110 | -0.3 | 10* | -14
CCCCN(CCCC)Cc1cc2ccccc2c2c1COC2 | -5 | -8 | 0.97 | 107 | -12 | -4 | 103 | 0.1 | 0.2 | 12
COc1ccc(N2CCN(CCOc3ccc4c(C)cc(=O)oc4c3)CC2)cc1 | -3 | 23 | 0.95 | 83 | 4 | -2 | 103 | -0.4 | 3.0 | -4
